# Screens deposited in PubChem by Emory University Molecular Libraries Screening Center.
# PGE2 EP2 inh = blocks the human prostaglandin E2 receptor EP2. P43116. C6 glioma cells expressing human EP2, cAMP TR-FRET; cells stimulated with saturating PGE2. 0.52% of 260,000 active. AID 1422. inhibition, % at 25 µM;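 active means percent inhibition above 40 after rounding to a whole number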;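 further: rat C6 glioma host cells with rolipram phosphodiesterase inhibitor present; the protocol text gives 20 µM as final concentration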
# Target sequence (P43116 whole entry, looked up): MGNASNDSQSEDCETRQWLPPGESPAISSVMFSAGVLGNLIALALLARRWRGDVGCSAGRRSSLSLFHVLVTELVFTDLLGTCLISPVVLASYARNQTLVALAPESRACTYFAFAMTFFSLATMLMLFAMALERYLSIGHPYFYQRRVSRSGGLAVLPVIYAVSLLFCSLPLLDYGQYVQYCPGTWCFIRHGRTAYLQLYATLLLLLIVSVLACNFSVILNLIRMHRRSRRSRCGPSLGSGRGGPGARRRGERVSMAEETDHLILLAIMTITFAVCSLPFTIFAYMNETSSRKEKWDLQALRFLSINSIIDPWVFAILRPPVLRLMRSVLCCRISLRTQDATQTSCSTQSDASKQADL
# EP2 mod = modulates human prostaglandin E2 receptor EP2 signaling. 0.83% of 260,000 active. induction, % at 25 µM. EP2-expressing cells, cAMP HTRF FRET, PGE2 co-stimulation;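 active means compounds whose cAMP rise, as percent of the full-agonist control response, exceeds 60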;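 further: rat C6 glioma line stably carrying human EP2 under a CMV promoter; the protocol text gives 20 µM as final concentration; 100% = response of wells given 1 µM PGE2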
# Active calls of the source: *; & = joins results of further samples. The list is partial; rates above refer to the full screens.
SMILES	PGE2 EP2 inh	EP2 mod
CC(CNC(=O)CN1C(=O)COc2ccc(C(C)(C)C)cc21)n1cncn1 (configuration not stated)	4	4
C[C@]12CCC(=O)C=C1CCC1C2[C@@H](O)C[C@@]2(C)C1CC[C@]2(O)C(=O)COC(=O)CCC(=O)O (some centres not stated)	11	8
CCOc1cc(-c2c(C#N)c(N)nc(-c3ccccc3)c2CC)ccc1O	42*	-55
CN(C)CCN(Cc1ccncc1)Cc1c(F)cccc1Cl	5	6
Fc1ccc(NCc2ccncc2)cc1	3	-13
O=C(Cn1ncc2cccn2c1=O)N1CCc2ccccc21	2	24
O=C(C1CC1)N1CCC[C@@H]1Cn1nc(-c2cccs2)ccc1=O	7	-5
Nc1nc(-c2cc(-c3cccc4ccccc34)nc(N)n2)cc(-c2cccc3ccccc23)n1	57*	-10
COc1ccc(N(CC(=O)NCc2ccc3c(c2)OCO3)S(C)(=O)=O)cc1	8	5
CC(C)OC(=O)CSc1nnc(-c2ccc(S(=O)(=O)N3CCOCC3)cc2)n1C	14	6
N[C@@](CC(=O)O)(Cc1ccccc1)C(=O)O	13	43
COc1ccc(F)c(CN(CCCn2ccnc2)Cc2ccccc2F)c1	2	-46
Cc1ccc(C)c2[nH]c(=O)c(C(c3nnnn3CCc3ccccc3)N3CCCCC3)cc12 (configuration not stated)	11	85*
Cc1ccc2cc(C(c3nnnn3Cc3ccc(F)cc3)N3CCC(C)CC3)c(=O)[nH]c2c1 (configuration not stated)	25	-9
O=C(NCc1cccnc1)C1C2C=CC(O2)C1C(=O)Nc1ccc2ncccc2c1 (configuration not stated)	7	1
CC(C)(C)C(=O)Cn1nc(C(F)(F)F)c2cccn2c1=O	2	-22
CCc1cc(=O)[nH]c(NC2CCN(C(=O)c3ccc(N(C)C)cc3)CC2)n1	5	-3
COc1ccc(C(=O)/C=C/c2c[nH]c3ccccc23)cc1	20	-152
CCc1nnc(NC(=O)CSc2nnc(C3CCCCC3)n2CC)s1	10	-29
CN(C)CCN(CC1=COCCO1)Cc1ccncc1	7	7
CCCC(=O)Nc1nc(-c2ccc(C)cc2)c(C)s1	4	-16
COc1ccc(N2CCN(C(=O)CSc3nc4c(C)cccc4cc3C#N)CC2)cc1	11	5
COc1ccc(CNC(=O)c2sc3nc4cc5c(cc4cc3c2N)OCCO5)cc1	12	-146
Nc1c(S(N)(=O)=O)cc(S(N)(=O)=O)cc1S(N)(=O)=O	6	15
CCc1cccc2c(C#N)cn(CC(=O)N3CCCCC3)c12	14	-46
COCCCNc1nc2c(c(=O)[nH]c(=O)n2C)n1Cc1ccccc1	6	-13
Cc1[nH]c2ccc(-c3nnc(SCc4ccccc4F)o3)cc2c1C	17	-27
CC(C)C(=O)N1CCN(c2ccccc2NC(=O)c2ccccc2)CC1	11	1
COc1ccc2cc(CN(Cc3cccs3)C(=O)c3ccncc3)c(=O)[nH]c2c1	6	3
Cc1cccc(Cn2c(SC(C)C)nc3c2c(=O)n(C)c(=O)n3C)c1	14	15
COc1ccc2nc(NC(=O)CN3CCC(NC(=O)c4ccccc4F)CC3)sc2c1	15	-92
CC(=O)C1=C(O)C(=O)N(CCNCCO)C1c1cccnc1 (configuration not stated)	10	18
CCOC(=O)C(C)Sc1nc2c(C)cccc2cc1C#N (configuration not stated)	8	52
O=C(O)C1CC=CCC1C(=O)NCCc1ccncc1 (configuration not stated)	11	20
C=CCNc1nc(C(F)(F)F)nc2c1nnn2Cc1ccccc1Cl	24	8
CCC(c1nnnn1C1CCCCC1)N(Cc1cc2cc(OC)ccc2[nH]c1=O)CC1CCCO1 (configuration not stated)	3	29
COc1ccc(-c2nc3ccccc3o2)cc1NC(=O)c1cccc(OC(C)C)c1	5	33
CCOC(=O)C(C)NC(=O)c1cc2ccc(F)cc2[nH]1 (configuration not stated)	7	-93
Cc1cc2cc(CN(CCO)C(=S)NCCCN(C)C)c(=O)[nH]c2cc1C	23	-20
Cc1cc2cc(CN(C(=O)C3CCC3)C3CCCCC3)c3nnnn3c2cc1C	13	-1

# A few values from the results shown.
# COc1ccc2nc(NC(=O)CN3CCC(NC(=O)c4ccccc4F)CC3)sc2c1 | EP2 mod: -92
# O=C(O)C1CC=CCC1C(=O)NCCc1ccncc1 (configuration not stated) | PGE2 EP2 inh: 11
# CCOC(=O)C(C)Sc1nc2c(C)cccc2cc1C#N (configuration not stated) | EP2 mod: 52
# CCC(c1nnnn1C1CCCCC1)N(Cc1cc2cc(OC)ccc2[nH]c1=O)CC1CCCO1 (configuration not stated) | EP2 mod: 29
# Cc1cc2cc(CN(C(=O)C3CCC3)C3CCCCC3)c3nnnn3c2cc1C | PGE2 EP2 inh: 13
# CC(=O)C1=C(O)C(=O)N(CCNCCO)C1c1cccnc1 (configuration not stated) | PGE2 EP2 inh: 10

# Next section:
SMILES	PGE2 EP2 inh	EP2 mod
CCOc1ccccc1NC(=O)CN1CCC(C(=O)c2cccc(F)c2)CC1	5	-16
Cc1nn(Cc2c(Cl)cccc2Cl)c(C)c1[N+](=O)[O-]	9	38
O=C(Nc1nnc(Cc2ccc(F)cc2)s1)C1CCCN1C(=O)NC1CCCCC1 (configuration not stated)	8	9
O=C(CC(C(=O)O)C1CCCO1)Nc1ccc(F)cc1 (configuration not stated)	7	-3
O=C(CSc1nccc(=O)[nH]1)Nc1ccc(F)cc1	5	4
CC(C)C(c1nnnn1Cc1ccco1)N1CCN(Cc2ccc(Cl)cc2)CC1 (configuration not stated)	10	16
Cc1ccc(CN(Cc2nc[nH]c2C)C2CC(C)(C)NC(C)(C)C2)o1	5	-3
CC1c2ccsc2CCN1Cc1ccc(N2CCOCC2)c(F)c1 (configuration not stated)	4	-72
CC(C)(C)C(=O)NC1CCN(C(=S)Nc2cccc(Cl)c2)CC1	4	-41
COc1ccc(NC(=O)CSc2nc3c(cc2C#N)CCCCCC3)cc1OC	20	10

# Exported with two lines to a compound: part of the list above
# Each structure is followed by: PGE2 EP2 inh	EP2 mod
Cc1ccc(CN(Cc2nc[nH]c2C)C2CC(C)(C)NC(C)(C)C2)o1
 : 5	-3
COc1ccc(NC(=O)CSc2nc3c(cc2C#N)CCCCCC3)cc1OC
 : 20	10
O=C(Nc1nnc(Cc2ccc(F)cc2)s1)C1CCCN1C(=O)NC1CCCCC1 (configuration not stated)
 : 8	9

# Other structures
SMILES	PGE2 EP2 inh	EP2 mod
CCN(CC)C(=O)CSc1nnc2c3cc(OC)ccc3n(C)c2n1	9	-1
CC1(C)Oc2ccc(C(=O)NC3CCCCC3)cc2N(CC(=O)Nc2ccccc2)C1=O	7	-13
N#CC(C#N)C1(c2c(C34CC5CC(CC(C5)C3)C4)[nH][nH]c2=O)C(=O)Nc2ccccc21 (configuration not stated)	31	-116
Cn1c(=O)oc2cc(S(=O)(=O)Nc3cccc(N4CCCC4=O)c3)ccc21	6	-389
O=C(CC12CC3CC(CC(C3)C1)C2)Nc1ccc(CN2CCOCC2)cc1	11	-4
COc1cccc(/C(O)=C2/C(=O)C(=O)N(CCCN(C)C)C2c2cccs2)c1 (configuration not stated)	13	-8
Cc1csc(NC(=O)CSc2nc(-c3ccc(Cl)cc3)cs2)n1	4	-60
Cc1cc(C)c2c(n1)nn1c(N3CCCC3)cc(C)nc21	8	-15
CC(=O)N[C@@H](Cc1c[nH]c2ccccc12)C(=O)OCc1cc(C(F)(F)F)cc(C(F)(F)F)c1	14	14
COC(=O)c1c(NC(=O)c2ccc(F)cc2)sc(C(=O)Nc2cccc(OC)c2)c1C	13	-6
CCN(CC)Cc1c(C)[nH]c2c(C)cccc2c1=O	15	-20
O=C1c2ccccc2-c2n[nH]c(=S)nc21	12	-24
CN(C(=S)SCC1=CCS(=O)(=O)C1)C1CCS(=O)(=O)C1 (configuration not stated)	8	-4
Cn1c(SCC(=O)N2CCCC2)nnc1-c1ccccc1O	9	5
O=C(CCC(=O)N(CC(=O)NC1CCCC1)Cc1ccc(F)cc1)Nc1nccs1	7	3
COc1ccc(CN2CC[C@@H](NCCO)[C@H](O)C2)cc1	9	10
COc1ccccc1OCC(O)CN1CCCCC1 (configuration not stated)	10	17
O=C(NCCN1CCC(O)(c2cccc(F)c2)CC1)c1ccc2c(c1)OCO2	8	-36
CCOC(=O)c1nn(-c2ccc(C)c(C)c2)c(=O)c(C#N)c1C	6	-25
COc1ccc2cc(CN(Cc3cccs3)C(c3nnnn3C3CCCC3)C(C)C)c(=O)[nH]c2c1 (configuration not stated)	8	69*
COC(=O)C[n+]1ccc(C)cc1	6	-9
COc1ccc(N2CCN(C(c3ccccc3)c3nnnn3C3CCCCC3)CC2)cc1 (configuration not stated)	14	-8
O=C(c1ccccc1)N1CCCn2c1nc1ccccc12	10	-11
O=C(CSc1nnc2scc(-c3ccc(F)cc3)n12)N1CCCCC1	7	17
CCOC(=O)/C=C(C)\C=C\c1ccc2ccccc2n1	12	40
C[C@H]1CN(CCO)CCN1c1ccccc1	12	17
O=S(=O)(N1CCCC1)N1CCC(O)(c2ccccc2)C2CCCCC21 (configuration not stated)	4	-13
CC1CCN(C(=O)CSc2nc3ccccc3n2Cc2ccccc2F)CC1	8	44
COc1ccc(OC)c(C(C)NC(=O)C2CCN(c3nc4ccccc4n3C)CC2)c1 (configuration not stated)	4	-44
CCN(CC)C(=O)CSc1nnc2c(C)cc3ccccc3n12	6	-24
CN1CCN(CC(O)COc2cccc3ccccc23)CC1 (configuration not stated)	7	-58
CCOc1ccc2[nH]c(=O)c(CN(CCO)S(=O)(=O)c3ccc(F)cc3)cc2c1	8	-51
Cc1ccc(S(=O)(=O)NNC(=S)NCC2CCCO2)cc1 (configuration not stated)	11	0
Cc1ccc(S(=O)(=O)N(Cc2ccco2)Cc2cc3cc(C)cc(C)c3[nH]c2=O)cc1	10	3
COc1ccc(Cl)cc1NC(=O)CSc1nc(C)nc2sc(C)c(C)c12	13	55
COC(=O)C(=O)Nc1nnc(-c2cccs2)s1	20	16
Cc1ccc(NC(=O)CSc2nnc(CN3CCOCC3)n2C)c(C)c1	-1	-2
C[C@@H](Cn1nc(-c2cccs2)oc1=O)NC(=O)C1CCCC1	4	-6
CCn1c(SCC(=O)OCc2ccccc2)nc2ccccc2c1=O	5	43
Nc1ncn([C@@H]2O[C@H](CO)[C@@H](O)[C@H]2O)c(=O)n1	11&12	18&24
CCC(=O)N1CCN(c2ccc(NC(=O)c3cc(Cl)ccc3Cl)cc2)CC1	12	-4
CC1Oc2ccccc2N(CC(=O)NCc2ccco2)C1=O (configuration not stated)	4	-17
COc1cc2c(cc1OC)C1C(=O)c3c(O)cc4c(c3OC1CO2)C=CC(C)(C)O4 (configuration not stated)	8	5
CC(C)CC(NC(=O)C1CCCCC1)c1nc2cccnc2n1C (configuration not stated)	9	-11
COc1ccccc1-n1c(SCC(=O)NC2CCCCC2)nnc1-c1ccccc1	9	29
CC(C)c1nc(-c2cc3ccccc3[nH]c2=O)no1	10	-32
CC(C)(C)c1cc(C(=O)N2CCC[C@H](C(=O)c3ccccc3F)C2)n[nH]1	6	-18
Cc1cc(C)c2cc(CN(Cc3ccc(F)cc3)Cc3nnnn3C3CCCC3)c(=O)[nH]c2c1	10	8
Cn1c(=O)[nH]c(=O)c2c1nc(NCc1ccccc1)n2CCO	9	6
Cc1ccccc1CN1C2=NCCN2C(=O)C2=C1CCN(Cc1ccccc1)C2	49*	15

# 3 of the entries above in order of their number in EP2 mod, ascending:
compound	EP2 mod
Fc1ccc(NCc2ccncc2)cc1	-13
CC(C)CC(NC(=O)C1CCCCC1)c1nc2cccnc2n1C (configuration not stated)	-11
O=C(Nc1nnc(Cc2ccc(F)cc2)s1)C1CCCN1C(=O)NC1CCCCC1 (configuration not stated)	9

# (more compounds)
SMILES	PGE2 EP2 inh	EP2 mod
COc1ccc(CNCC2CCCO2)cc1OCc1ccccc1 (configuration not stated)	7	-26
O=C(Cn1nc(-c2cc3c(s2)CCC3)oc1=O)NC1CCCC1	8	-68
NC/C=C/C(=O)O	8&12	-12&21
CCOC(=O)Cc1cc(=O)n2[nH]c(-c3ccc(I)cc3)cc2n1	16	-66
CCCC(=O)Nc1ccc(NC(=O)c2cccc(F)c2)nc1	4	-6
O=C(O)c1ccc(S(=O)(=O)N2CCC(NC(=O)C3CCCCC3)CC2)cc1	7	22
Cc1cc(C(F)(F)F)c2c(N)c(C(=O)C(C)(C)C)sc2n1	8	31
CCCc1nnc(NC(=O)CCCOc2cc(C)ccc2C)s1	10	-18
O=C(O)CCCCCNS(=O)(=O)c1ccc2c3c(cccc13)C(=O)N2	6	-34
CCCN(C(=O)c1ccc(C(C)(C)C)cc1)c1nnc(-c2cc(OC)cc(OC)c2)s1	9	7
Cc1ccc(CN(CCCn2ccnc2)Cc2ccc(O)cc2)s1	15	6
Cc1cc(C)c2c(c1)c(C)cc1nnc(SCC(=O)NC3CCCC3)n12	12	11
Cc1cc(C)c2c(NCc3cccc(F)c3)n[nH]c2n1	2	-69
O=C(CN1CCC(c2nc3ccccc3[nH]2)CC1)Nc1cc(C(F)(F)F)ccc1Cl	15	-65
O=C(O)CSc1nnc2c3ccccc3c3ccccc3c2n1	31	-18
CCC(C(=O)N1CCC(n2nnc3cccnc32)CC1)c1ccccc1 (configuration not stated)	9	19
c1ccc(-c2nc3cnccn3c2NCc2ccc3c(c2)OCO3)cc1	7	-88
CCn1c(=O)/c(=C2/Sc3ccc(Cl)cc3N2C)s/c1=C1/C(=O)N(C)N=C1C	16	6
O=c1[nH]c(-c2ccc(S(=O)(=O)N3CCCC3)cc2)nc2sc3c(c12)CCCC3	10	-26
CCOc1ccc(OCC)c(NC(=O)CN2CCN(c3ccccc3OC)CC2)c1	21	9
COCCn1nnnc1C(c1cc2ccc(C)c(C)c2[nH]c1=O)N1CCN(C)CC1 (configuration not stated)	6	-21
C=CCn1c2cc(C)oc2c2cnn(C(C)C(N)=O)c(=O)c21 (configuration not stated)	7	-4
CCOc1ccc(NC(=O)C2CC(=O)N(c3ccc(OC)cc3)C2)cc1 (configuration not stated)	10	-8
